# M18AAP inhibitor: PfM18AAP enzyme inhibition | recombinant PfM18AAP, H-Glu-NHMec fluorogenic cleavage | inhibition, % at 7.35 µM | actives 1.2% (n = 290,000) | AID 1822;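 active = inhibition above the campaign mean inhibition over all tested compounds plus 3 SD, cut at about 28% in these data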;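 also: 0% = plate median of test compound wells and 100% = 2 mM ZnCl2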
# PHOSPHO1 block: PHOSPHO1 (human) inhibition; inhibition, % at 13.3 µM; actives 1.1% (n = 290,000); recombinant PHOSPHO1, absorbance phosphatase assay; AID 1565; Q8TCT1; in the data active = inhibition above about 60%
# Target sequence (Q8TCT1 whole entry, looked up): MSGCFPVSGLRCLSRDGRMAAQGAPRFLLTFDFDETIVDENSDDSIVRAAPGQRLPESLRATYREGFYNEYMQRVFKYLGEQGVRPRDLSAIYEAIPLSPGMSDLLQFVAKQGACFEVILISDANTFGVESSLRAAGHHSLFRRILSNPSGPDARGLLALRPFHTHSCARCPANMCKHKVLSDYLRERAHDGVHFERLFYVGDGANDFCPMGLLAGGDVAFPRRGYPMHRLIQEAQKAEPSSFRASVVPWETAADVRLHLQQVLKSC
# IDE act: boosts human insulin-degrading enzyme activity in HEK cells; FAbeta-B cleavage, fluorescence polarization; 0% vehicle, 100% cell-free pure enzyme wells; activation, % at 5.96 µM; actives 0.073% (n = 340,000); AID 493087;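 active = activation above the mean of all tested compounds plus 3 SD, set per screening campaign, cut at about 17% in these data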
# NALP1 yeast inh: NALP1 inhibition; actives 0.61% (n = 280,000); inhibition, % at 10 µM; S. cerevisiae NALP1/ASC/caspase-1 growth, X-gal OD620, 72 h; in the data active = inhibition mostly above about 24%, no sharp cut-off; inactive = mostly below about 32%; also: some compounds called inactive have numbers as strong as hits
# p-CIP stab down: compounds decreasing mouse p/CIP protein stability; actives 0.01% (n = 290,000); decrease of EGFP signal, % at 10 µM; F442A p/CIP-EGFP cells, EGFP fluorescence, 16 h; AID 1984;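 active = EGFP signal decrease of at least 30% at 10 µM or well 3 SD below plate mean, unless failing retest; inactive = the rest, including hits failing retest or dose response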; also: some compounds called inactive have numbers as strong as hits; many of its hits are not listed in these tables
# GPR7 antagonist: antagonists of human GPR7 (neuropeptides B/W receptor 1); P48145; GPR7-expressing cells, fluorescence antagonist assay; inhibition, % at 4.4 µM; actives 1.1% (n = 290,000); AID 1861; in the data active = inhibition above about 16%, passing the limit was not always enough;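 also: cells stimulated with the agonist NPW; 0% = agonist with vehicle and 100% = vehicle without agonist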
# Target sequence (P48145 whole entry, looked up): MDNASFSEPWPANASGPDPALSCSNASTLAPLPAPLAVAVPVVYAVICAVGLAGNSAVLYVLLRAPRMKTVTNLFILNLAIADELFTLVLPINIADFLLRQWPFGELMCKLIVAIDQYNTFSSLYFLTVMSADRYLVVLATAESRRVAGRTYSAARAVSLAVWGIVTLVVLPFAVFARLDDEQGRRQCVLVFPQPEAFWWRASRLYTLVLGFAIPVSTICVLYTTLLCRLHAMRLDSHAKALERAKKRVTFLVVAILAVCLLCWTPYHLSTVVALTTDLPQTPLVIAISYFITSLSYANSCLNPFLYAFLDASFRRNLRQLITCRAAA
# IMP-1 inh: inhibitors of Pseudomonas aeruginosa IMP-1 metallo-beta-lactamase | purified IMP-1, nitrocefin hydrolysis, epi-absorbance fluorescence | inhibition, % at 5.6 µM | actives 0.45% (n = 290,000) | AID 1556;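 active = inhibition above the mean plus 3 SD of all compounds in the same screening run, cut at about 4.5% in these data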;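 also: 0% = IMP-1 with DMSO and 100% = DMSO wells lacking enzyme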
#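 System: purified recombinant IMP-1 beta-lactamase. Medium: Zinc- and detergent-supplemented HEPES buffer, pH 7.1. Compound: one 5.6 µM dose […]. Schedule: 15 min preincubation plus 25 min reaction at 25 °C. Technique: Epi-absorbance fluorescence, 480 nm excitation, 530 nm emission.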
# IDE cell inh: inhibitors of human insulin-degrading enzyme in cells. inhibition, % at 5.59 µM. AID 434962. HEK cells, FAbetaB cleavage, fluorescence polarization. actives 0.41% (n = 320,000);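 active = percent inhibition above the average of all tested compounds plus 3 SD, set per screening campaign, cut at about 16% in these data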;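 also: IDE supplied by intact live HEK cells; FP after avidin binding of uncleaved biotin substrate so inhibition keeps polarization high; 0% = DMSO wells and 100% = 60 µM reference IDE inhibitor Ii1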
# VIM-2 inh: inhibitors of Pseudomonas aeruginosa VIM-2 metallo-beta-lactamase | actives 0.89% (n = 290,000) | inhibition, % at 5.6 µM | AID 1527 | purified VIM-2, nitrocefin hydrolysis, epi-absorbance fluorescence;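 active = inhibition above the mean of all tested compounds plus 3 SD, cutoff set per screening run, cut at about 7.5% in these data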;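 also: red hydrolysis product quenches plate fluorescence so inhibitors raise well fluorescence; 0% = enzyme with DMSO and 100% = DMSO without enzyme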
# Numbers without * were called inactive; . = not tested or not shown. Not a hit list. Share with any hit: about 5.3%.
1	COc1ccc(NC(=O)CSc2n[nH]c(N)n2)cc1OC
2	CCOc1ccc(/C=C2/C(=O)N(c3ccc(OC)cc3)C(=S)N2CC(=O)OC)cc1OCC
3	O=C(NCc1ccc(F)cc1)C1CCCN(C(=O)NCc2ccccc2)C1 (stereo not drawn)
4	CC1SC(c2ccc(F)cc2)N(CCc2ccccc2)C1=O (stereo not drawn)
5	CCOC(=O)C1(Cc2ccccc2)CCN(Cc2cccc3nccnc23)CC1
compound no.	1	2	3	4	5
M18AAP inhibitor	1	-6	-4	1	8
PHOSPHO1 block	44	-3	18	24	36
IDE act	3	5	3	2	3
NALP1 yeast inh	2	8	4	7	2
p-CIP stab down	-3	2	-3	-2	-6
GPR7 antagonist	-15	2	-18	1	3
IMP-1 inh	-1.9	-1.8	1.5	-0.7	-3.2
IDE cell inh	-5	3	1	1	11
VIM-2 inh	-1.7	-1.7	-1.3	-1.1	-6.6

6	CN1CCC(N(C)C(=O)Cc2ccccc2[N+](=O)[O-])CC1
7	COc1ccc(NC(=O)c2cc(S(=O)(=O)N(Cc3ccccc3)c3ccccc3)ccc2Cl)cn1
8	CC(=O)OC(Cn1ccnc1)c1ccccc1 (stereo not drawn)
9	CC(/C=C/c1cccc([N+](=O)[O-])c1)=N/NC(=O)c1cccnc1
10	CNC(=O)CCCc1nc(-c2ccccc2Cl)no1
compound no.	6	7	8	9	10
M18AAP inhibitor	5	-4	-3	14	3
PHOSPHO1 block	20	0	13	0	16
IDE act	6	0	-1	4	-1
NALP1 yeast inh	15	14	6	27	4
p-CIP stab down	-2	-1	-7	0	2
GPR7 antagonist	-13	-15	-11	12	-4
IMP-1 inh	-2.0	-2.0	-2.1	-3.2	-0.1
IDE cell inh	-1	1	0	6	-1
VIM-2 inh	-0.8	0.2	1.8	0.2	-0.4

11	CC(OC(=O)c1oc2ccccc2c1COc1ccccc1)C(N)=O (stereo not drawn)
12	O=C(CCl)Nc1ccc(N2CCCCCC2)cc1
13	CN(CC(=O)Nc1c(Cl)cccc1Cl)C(=O)CCCN1C(=O)c2ccccc2C1=O
14	O=C(COc1cccnc1[N+](=O)[O-])Nc1ccc(Cl)c(S(=O)(=O)N2CCOCC2)c1
15	CC1(C)Cc2cccc(OCC(=O)Nc3ccc(OCC(N)=O)cc3)c2O1
compound no.	11	12	13	14	15
M18AAP inhibitor	3	7	3	-3	-1
PHOSPHO1 block	-2	-7	19	10	-12
IDE act	2	14	-1	0	0
NALP1 yeast inh	9	19	18	2	-11
p-CIP stab down	15	4	0	-5	-6
GPR7 antagonist	-2	5	-6	-11	2
IMP-1 inh	-2.7	-2.8	-2.4	-3.2	-2.7
IDE cell inh	3	1	-2	-2	3
VIM-2 inh	-0.2	-0.9	0.2	-1.3	-3.6

16	Nc1nc(NCCc2ccccc2)nc(NCc2ccccc2)c1[N+](=O)[O-]
17	CN1CCN(C2CCN(c3cccc(Cl)c3)CC2)CC1CCO (stereo not drawn)
18	CC(=O)NN1C(=O)c2ccc(Oc3cccc([N+](=O)[O-])c3)cc2C1=O
19	COc1ccc(NS(=O)(=O)c2cc(N/C(=N\S(=O)(=O)c3ccccc3)c3ccc(F)cc3)ccc2Cl)cc1
20	CCOC(=O)c1ccc(NC(=O)CSc2nc(C)nc3c2c(=O)n(C)c(=O)n3C)cc1
compound no.	16	17	18	19	20
M18AAP inhibitor	4	3	11	1	1
PHOSPHO1 block	42	.	56	2	-23
IDE act	5	-2	2	1	-5
NALP1 yeast inh	0	2	1	30	4
p-CIP stab down	-4	-8	2	-6	0
GPR7 antagonist	-33	-10	11	34*	-12
IMP-1 inh	-3.1	-4.0	6.0*	-1.3	-1.7
IDE cell inh	5	.	0	3	0
VIM-2 inh	-5.2	-2.8	6.4	-1.7	-0.6

21	O=C(Cc1c[nH]c2ccccc12)OCC(=O)c1ccccc1
22	Cc1cccc(OCC(=O)NCC2CCCO2)c1C (stereo not drawn)
23	Cc1ccc(NC(=O)CCCn2nc(C)c3c(C)n(-c4ccccc4)nc3c2=O)c(Cl)c1
24	CCOC(=O)Cc1c(C)c2c(O)cc(O)cc2oc1=O
25	CCOc1cc(NS(=O)(=O)c2ccc(NC(C)=O)cc2)c(OCC)cc1NC(=O)C(C)C
compound no.	21	22	23	24	25
M18AAP inhibitor	2	-6	-17	-9	3
PHOSPHO1 block	-36	16	20	-3	-9
IDE act	0	-1	2	-3	-6
NALP1 yeast inh	-4	-9	25	6	22
p-CIP stab down	6	-1	-4	-6	-5
GPR7 antagonist	10	6	-6	-9	3
IMP-1 inh	-1.9	-2.6	-2.0	-4.8	-0.1
IDE cell inh	1	-1	-1	0	-1
VIM-2 inh	-2.5	-4.7	-0.1	0.6	-4.9

26	COc1ccccc1C(=O)Nc1ccc2c(c1)OCO2
27	CCOC(=O)COc1coc(CN2CCN(c3ccccc3)CC2)cc1=O
28	COc1cccc(Nc2nc(-c3ccc(O)cc3)cs2)c1
29	O=C(N/N=C/c1ccc(Cl)c([N+](=O)[O-])c1)c1ccc2nc[nH]c2c1
30	O=C(NC1CCCC1)C(c1cccnc1)N(C(=O)c1ccco1)c1ccc(F)cc1 (stereo not drawn)
compound no.	26	27	28	29	30
M18AAP inhibitor	-1	-3	43*	-2	-4
PHOSPHO1 block	9	26	31	6	40
IDE act	-5	6	-10	7	3
NALP1 yeast inh	13	10	5	-28	1
p-CIP stab down	-5	-2	-6	-14	-8
GPR7 antagonist	2	-15	-10	4	-8
IMP-1 inh	-3.3	-2.0	-2.2	-2.2	-2.9
IDE cell inh	8	-4	4	0	3
VIM-2 inh	-4.6	-1.9	-3.6	1.7	-1.8

31	Cc1ccc(-c2nc(CSc3nc4ccccc4c(=O)n3CCO)cs2)cc1
32	Cc1cc(C(=O)CN2C(=O)CN(C)C2=O)c(C)n1-c1cccc(S(=O)(=O)N2CCOCC2)c1
33	COC(=O)c1ccccc1NC(=O)Nc1cccc(C)n1
34	CCOC(=O)N1CCN(S(=O)(=O)c2ccc(OC)c3ccccc23)CC1
35	CC(C)(C)OC(=O)NN1CC(=O)N2Cc3[nH]c4ccccc4c3C[C@H]2C1=O
compound no.	31	32	33	34	35
M18AAP inhibitor	-2	4	2	-6	1
PHOSPHO1 block	-6	-11	41	18	45
IDE act	2	3	2	2	2
NALP1 yeast inh	12	2	0	17	3
p-CIP stab down	7	-4	0	3	-8
GPR7 antagonist	-4	-6	-19	9	-3
IMP-1 inh	-2.6	-2.1	-2.2	-3.0	-2.1
IDE cell inh	6	6	-4	3	3
VIM-2 inh	2.1	-4.2	-1.9	-1.4	0.9

36	CCCc1sc(N/N=C/c2ccccn2)nc1-c1ccc(F)cc1
37	Cn1c(=O)[nH]c(=O)c2c1nc(CN1CCN(c3ccc(F)cc3)CC1)n2CCc1ccccc1
38	COc1ccc(/C=C2\SC(=O)N(CCNC(=O)Cc3coc4cc(OC)ccc34)C2=O)cc1
39	O=C(C[n+]1cccc(/C=N/O)c1)N1CCCc2ccccc21
40	Nc1cc(S(=O)(=O)O)cc([N+](=O)[O-])c1O
compound no.	36	37	38	39	40
M18AAP inhibitor	-3	-1	-8	3	8
PHOSPHO1 block	-29	2	-20	-8	-3
IDE act	1	2	2	3	6
NALP1 yeast inh	-10	-5	21	30	-2
p-CIP stab down	20	-5	8	1	0
GPR7 antagonist	-15	4	-2	-8	-15
IMP-1 inh	-6.2	-1.6	-1.8	-3.6	-2.5
IDE cell inh	-2	-2	-3	-10	-1
VIM-2 inh	-6.4	0.4	-2.1	-1.7	-2.2

41	O=C(CN=C1NS(=O)(=O)c2ccccc21)OCC(=O)c1ccccc1
42	Cc1cc(=O)oc2cc(OCC(=O)N3CC[C@@]4(O)CCCC[C@H]4C3)ccc12
43	COc1cc(CNCc2ccc(C)cc2)cc(OC)c1OC
44	CCCNC(=O)NCc1ccc(N2CCCC2=O)cc1
45	Cc1ccc(NS(=O)(=O)c2cccc(C(=O)NN3CCOCC3)c2)cc1
compound no.	41	42	43	44	45
M18AAP inhibitor	-3	-6	-5	-1	-3
PHOSPHO1 block	28	8	34	16	35
IDE act	5	5	5	2	.
NALP1 yeast inh	13	4	-6	-5	20
p-CIP stab down	8	-9	-2	4	0
GPR7 antagonist	16	0	-1	-11	-1
IMP-1 inh	-0.3	-3.0	-2.4	-1.6	-2.3
IDE cell inh	1	8	3	2	2
VIM-2 inh	0.6	-0.6	-2.0	-5.8	-3.3

# Next part; the last three above are carried over.
43	COc1cc(CNCc2ccc(C)cc2)cc(OC)c1OC
44	CCCNC(=O)NCc1ccc(N2CCCC2=O)cc1
45	Cc1ccc(NS(=O)(=O)c2cccc(C(=O)NN3CCOCC3)c2)cc1
46	Cc1ccc(/C=C2\SC(=S)N(CCC(=O)N3CCOCC3)C2=O)cc1
47	COc1ccccc1NC(=O)Cc1noc(CN(C)Cc2cccs2)n1
48	CN(C)S(=O)(=O)c1ccc(N=Cc2c(C(F)(F)F)[nH]n(C)c2=O)cc1
49	CC(=O)Nc1ccc(S(=O)(=O)n2nc(C)cc2C)cc1
50	COc1ccc(NC(=S)NCC(O)c2ccccc2)c(OC)c1 (stereo not drawn)
compound no.	43	44	45	46	47	48	49	50
M18AAP inhibitor	-5	-1	-3	3	0	6	5	-10
PHOSPHO1 block	34	16	35	19	2	11	21	-5
IDE act	5	2	.	0	7	2	4	1
NALP1 yeast inh	-6	-5	20	-7	-8	8	-14	11
p-CIP stab down	-2	4	0	-8	-9	-14	-1	-7
GPR7 antagonist	-1	-11	-1	-3	13	-4	-1	-4
IMP-1 inh	-2.4	-1.6	-2.3	0.5	-0.9	-2.1	-3.3	-0.2
IDE cell inh	3	2	2	0	-1	-2	1	8
VIM-2 inh	-2.0	-5.8	-3.3	1.8	-0.3	-1.7	-3.2	-0.6

# Single records, from the list above. Screens in order: M18AAP inhibitor, PHOSPHO1 block, IDE act, NALP1 yeast inh, p-CIP stab down, GPR7 antagonist, IMP-1 inh, IDE cell inh, VIM-2 inh
# Profile of COc1ccccc1NC(=O)Cc1noc(CN(C)Cc2cccs2)n1 : 0, 2, 7, -8, -9, 13, -0.9, -1, -0.3
# Profile of Cc1ccc(/C=C2\SC(=S)N(CCC(=O)N3CCOCC3)C2=O)cc1 : 3, 19, 0, -7, -8, -3, 0.5, 0, 1.8
# Profile of COc1ccc(NC(=S)NCC(O)c2ccccc2)c(OC)c1 (stereo not drawn) : -10, -5, 1, 11, -7, -4, -0.2, 8, -0.6

# Continued:
51	COc1ccc(Nc2oc(-c3ccc(OC)cc3)nc2C#N)cc1
52	CCOC(=O)c1c(C)[nH]c(C(=O)COC(=O)c2ccc(F)c(S(=O)(=O)N3CCOCC3)c2)c1C
53	CCOC(=O)N1CCC(NC(=O)CCC(=O)N2CCOc3ccc(C)cc32)CC1
54	COc1ccc(C(=O)COC(=O)CNC(=O)c2ccc(OC)cc2)cc1
55	Cn1c(=O)cc(OCCCC(=O)NCCN2CCN(c3ccccc3F)CC2)c2ccccc21
56	CCCCNC(=O)C(CC)Sc1nc2sc(C(=O)OC)c(C)c2c(=O)n1N (stereo not drawn)
compound no.	51	52	53	54	55	56
M18AAP inhibitor	2	-2	-3	-15	3	-2
PHOSPHO1 block	32	4	28	24	6	36
IDE act	-2	-16	0	-1	3	4
NALP1 yeast inh	.	18	-25	13	10	7
p-CIP stab down	-9	10	-15	2	-20	-6
GPR7 antagonist	3	15	5	-5	-6	3
IMP-1 inh	-3.2	-2.5	-3.6	-0.5	-3.2	-3.7
IDE cell inh	1	3	2	-2	-2	7
VIM-2 inh	-2.6	-2.6	-5.1	-2.0	1.6	-4.7
